# Screening results as filed in PubChem BioAssay.
# UPR CHOP act: activators of apoptotic CHOP UPR arm, primary screen, cell-based, CHO-CHOP luciferase reporter, luminescence, uHTS; UPR activation; percent of tunicamycin response over DMSO baseline; activation, % at 10 µM; 0.34% of 330,000 active; AID 449763, 2010;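 active means at 10 µM dose, activation of 40% or more, normalized to positive control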;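 further: 100% = tunicamycin at 10 µg/mL and 0% = DMSO alone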
#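 Material: CHO-CHOP cells, stable luciferase reporter of PERK-eIF2a-CHOP signalling; quantity: 500 reporter cells seeded per well; buffer or medium: F12 medium containing 10% fetal bovine serum; compound: one dose, 10 µM in 0.5% DMSO; incubation: 6 h compound treatment, 37 °C; measured by: Steady-Glo luciferase luminescence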
# UPR XBP1 act: activators of adaptive XBP1 UPR arm, primary screen, cell-based, CHO-XBP1 luciferase reporter, luminescence, uHTS | 0.33% of 330,000 active | IRE1-XBP1 UPR activation; percent of tunicamycin response, DMSO as zero | activation, % at 20 µM | AID 463104, 2010;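 active means versus positive control, 20 µM dose yields 30% or more activation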;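 further: 100% = tunicamycin at 10 µg/mL and 0% = DMSO only wells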
#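 Material: CHO cell line with stable XBP1 luciferase reporter; schedule: 16-18 h cell attachment at 37 °C, then 6 h compound exposure; signal: glow luminescence from Steady-Glo reagent; medium: serum-containing F12 medium, 10% FBS; benchmarks: tunicamycin 10 µg/mL and vehicle-only wells; read-out: percent activation relative to tunicamycin reference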
# CXCR6 block: CXCR6 receptor inhibitors, primary screen, cell-based, beta-arrestin, luminescence, CHO-K1 PathHunter, 1536-well. inhibition, % at 20 µM. C-X-C chemokine receptor type 6 (Homo sapiens), O00574. 0.36% of 360,000 active; in the data active means inhibition above about 34%, passing the limit was not always enough;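 further: antagonist mode with CXCL16 agonist at 10 nM final; 0% = 10 nM CXCL16 with DMSO and 100% = unstimulated wells without agonist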
# Target sequence (O00574 whole entry, looked up): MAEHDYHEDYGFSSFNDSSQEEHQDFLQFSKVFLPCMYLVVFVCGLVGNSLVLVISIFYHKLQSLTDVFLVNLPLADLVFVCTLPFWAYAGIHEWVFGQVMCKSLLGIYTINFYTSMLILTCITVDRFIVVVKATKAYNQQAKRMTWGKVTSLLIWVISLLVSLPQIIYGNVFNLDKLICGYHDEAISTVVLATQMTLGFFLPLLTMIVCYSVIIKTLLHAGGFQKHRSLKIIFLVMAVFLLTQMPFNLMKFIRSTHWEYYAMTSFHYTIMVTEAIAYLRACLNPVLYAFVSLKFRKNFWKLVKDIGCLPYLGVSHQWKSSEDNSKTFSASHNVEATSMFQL
# EBI2 antag: EBI2 receptor antagonists, beta-arrestin recruitment, primary screen, cell-based, luminescence, 7a,25-OHC stimulation, uHTS; inhibition, % at 5 µM; 0.81% of 360,000 active; 7a,25-OHC stimulated; in the data active means inhibition above about 38%;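 further: enzyme fragment complementation signal reports receptor beta-arrestin coupling in cells; 0% = agonist plus DMSO wells and 100% = wells without agonist; some results beyond the cut were filed as inactive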
# Target sequence (P32249 whole entry, looked up, the tested form may be a part): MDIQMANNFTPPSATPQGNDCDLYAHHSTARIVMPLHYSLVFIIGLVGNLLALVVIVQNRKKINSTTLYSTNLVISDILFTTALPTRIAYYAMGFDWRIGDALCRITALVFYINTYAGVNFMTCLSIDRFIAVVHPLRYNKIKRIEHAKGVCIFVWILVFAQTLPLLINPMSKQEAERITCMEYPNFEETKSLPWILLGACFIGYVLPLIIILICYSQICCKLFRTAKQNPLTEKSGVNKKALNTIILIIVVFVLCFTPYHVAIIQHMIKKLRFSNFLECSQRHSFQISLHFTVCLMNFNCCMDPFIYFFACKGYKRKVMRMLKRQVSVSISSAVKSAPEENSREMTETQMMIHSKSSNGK
# CCR6 antagonist: CCR6 receptor antagonists, primary screen, cell-based, CHO-K1, luminescence, beta-arrestin, uHTS; C-C chemokine receptor type 6 (Homo sapiens), P51684; CHO-K1 CCR6 PathHunter beta-arrestin, CCL20-stimulated; inhibition, % at 20 µM; 0.49% of 340,000 active; AID 493098, 2011;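 active means compounds whose inhibition of the agonist-driven luminescence signal at 20 µM reaches about 50%, limit read from the data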;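 further: cells stimulated with CCL20 at 14 nM final; plate controls were DMSO with CCL20 for no effect and DMSO without agonist for full effect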
# Target sequence (P51684 whole entry, looked up): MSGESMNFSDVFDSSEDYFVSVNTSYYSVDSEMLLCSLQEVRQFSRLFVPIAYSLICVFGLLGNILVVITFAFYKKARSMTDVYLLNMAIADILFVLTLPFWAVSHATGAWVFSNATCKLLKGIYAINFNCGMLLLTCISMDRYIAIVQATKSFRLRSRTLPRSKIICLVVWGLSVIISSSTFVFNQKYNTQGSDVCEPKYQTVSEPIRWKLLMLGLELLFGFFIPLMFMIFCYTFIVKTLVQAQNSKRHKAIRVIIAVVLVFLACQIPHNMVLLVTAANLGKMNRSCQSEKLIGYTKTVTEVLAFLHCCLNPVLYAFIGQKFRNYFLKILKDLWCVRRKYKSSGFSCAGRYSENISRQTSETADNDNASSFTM
# tim23-1 inh: growth inhibitors of tim23-1 mutant yeast, primary screen, luminescence, uHTS | S. cerevisiae tim23-1 growth, BacTiter-Glo luminescence, 24 h | 1.3% of 330,000 active | inhibition, % at 20 µM | AID 463212, 2010;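 active means growth inhibition of the mutant yeast at or above 50%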;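 further: temperature-sensitive mutant grown at 25 °C; plate controls were DMSO-treated mutant yeast for no effect and medium wells lacking yeast for full effect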
# Mdm2-MdmX inh: inhibitors of human Mdm2-MdmX association, primary screen, cell-based, luminescence, split luciferase, SaOS-2, uHTS; Protein Mdm4 (Homo sapiens) + E3 ubiquitin-protein ligase Mdm2 (Homo sapiens), …; AID 485346, 2010; SaOS-2 split-luciferase Mdm2/MdmX complementation; inhibition, % at 8 µM; 3% of 330,000 active;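 active means inhibition of at least 50% at 8 µM in the primary screen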
# APJ agonist: agonists of human apelin receptor APJ, primary screen, CHO-K1 cells, PathHunter beta-arrestin, luminescence; AID 2520, 2010; 0% DMSO wells, 100% apelin; activation, % at 20 µM; 0.11% of 330,000 active; P35414;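 active means activation more than six SD over the plate average, tested at 20 µM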;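 further: 0% = DMSO alone and 100% = apelin-13 at 10 nM; some results filed as inactive read as strong as hits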
#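 Material: CHO-K1 APJ beta-arrestin complementation cell line; Input: cell density 1000 per well; Incubation: compound stimulation 90 min at 25 °C, detection 60 min; Signal: luminescence from split beta-galactosidase complementation, Galacton Star/Emerald II substrate; Controls: DMSO-only wells as negative, 10 nM Apelin-13 as positive control.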
# APJ antagonist: antagonists of human apelin receptor APJ, primary screen, CHO-K1 cells, beta-arrestin complementation, luminescence; P35414; inhibition, % at 20 µM; 0.32% of 330,000 active;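 active means inhibition above about 40% at 20 µM, limit read from the data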;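 further: cells challenged with 10 nM apelin-13 agonist together with compound; plate controls were apelin-13 plus DMSO wells for no effect and DMSO wells lacking apelin-13 for full effect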
# Numbers without * were called inactive; · = no result given. A portion of the library. The share of hits here may be higher or lower than overall.
# Values run as follows: CCR6 antagonist	APJ agonist	UPR XBP1 act	CXCR6 block	EBI2 antag	APJ antagonist	tim23-1 inh	UPR CHOP act	Mdm2-MdmX inh
CC(=O)N(C)N(C)c1cc(C)nc(N)n1
  8	-3	1	0	-4	5	7	2.7	17
COc1ccccc1C(=O)CN1C(=O)NC2(CCCc3ccccc32)C1=O (stereo not given)
  5	-3	-1	11	7	3	-2	-0.2	9
Cc1ccc2[nH]cc(C(=O)CCl)c2c1
  9	1	-6	5	8	6	58*	348*	82*
COc1cccc(NC(=O)CN(C)C(=O)c2ccc(OCc3ccccc3)c(OC)c2)c1
  4	-5	-1	6	8	2	2	0.2	14
COCCNC(=O)/C(C#N)=C/c1ccccc1Br
  -1	5	-1	-10	-21	-38	79*	-2.4	-1
O=C(NCC1CCCO1)C(c1ccc(F)cc1)N(CCCN1CCOCC1)C(=O)c1ccc(-c2ccccc2)[nH]1 (stereo not given)
  1	-3	-3	·	·	12	13	-1.8	0
CC(c1ccncn1)N(C)Cc1nc(-c2ccc(C(F)(F)F)cc2)no1 (stereo not given)
  3	0	-1	4	4	-11	16	-0.7	6
COc1ccccc1CNC(=O)/C=C/c1ccc(S(=O)(=O)N2CCOCC2)cc1
  13	0	1	-1	-3	-2	-5	0.3	10
CCCC[C@@H]1CCCO[C@@](C(=O)NCc2ccccn2)(C(F)(F)F)C1
  9	-1	0	2	-4	17	32	-0.9	9
CCOc1ccc(Cc2noc3c2C(=O)CC(C)(C)C3)cc1OCC
  6	-3	-2	1	1	8	6	-0.1	15
Cc1c(Cl)cccc1N1C(=O)CC(NNC(=O)c2cccnc2)C1=O (stereo not given)
  8	-4	0	2	-10	7	2	0.6	19
CC(OC(=O)Cc1ccc(F)cc1)C(=O)NCc1ccc2c(c1)OCO2 (stereo not given)
  1	5	1	3	-14	24	-9	0.9	16
Cc1ccc(N2C(=O)C3CC(c4ccccc4)=C4C5C=CC(C6C(=O)N(c7ccc(C)cc7C)C(=O)C56)C4C3C2=O)c(C)c1 (stereo not given)
  3	-2	-1	4	-8	6	21	-0.7	4
COCCn1c(SCC#N)nnc1-c1ccc(OC)cc1
  -2	2	0	-2	-2	-2	-9	-1.3	8
COc1ccc(S(=O)(=O)N2CCCc3ccccc32)cc1OC
  12	-2	-2	2	-12	-9	26	-0.1	12
COc1ccccc1-c1nnc2sc(-c3ccc(N(C)C)cc3)nn12
  9	1	24	5	6	0	29	4.6	69*
CCCn1cnc2cc(NCc3ccccc3O)ccc21
  13	0	5	-3	0	9	-3	4.9	-1
Cc1ccc(NC(=O)c2cc([N+](=O)[O-])ccc2Cl)c(O)c1
  2	2	0	-10	-3	-48	25	0.9	-26
COCc1cc(=O)n2[nH]cc(-c3ccsc3)c2n1
  3	-3	0	-5	-6	17	5	-2.0	12
Cc1ccc(CNC(=O)CCS(=O)(=O)c2ccc(Br)s2)cc1
  5	-6	1	-4	8	12	5	1.7	17
O=C(NC(Cc1ccccc1)C(=O)NCc1ccccn1)c1ccco1 (stereo not given)
  -7	0	1	-4	1	16	10	-0.7	-16
CC(C)(C)c1ccc(NC(=O)COC(=O)CCc2nc3ccccc3c(=O)[nH]2)cc1
  1	-2	-2	-2	3	10	-2	5.2	25
CC(C)c1ccc(N(C(=O)c2snc(C(N)=O)c2N)C(C(=O)NC2CCCC2)c2ccncc2)cc1 (stereo not given)
  8	-4	1	-5	21	-8	-4	-1.6	3
COC(=O)C1CN(C(=O)C(C)Oc2ccc(F)cc2)c2ccccc2O1 (stereo not given)
  9	-2	0	12	4	-1	5	1.0	7
Cc1noc(C)c1S(=O)(=O)N(CC(=O)NCc1ccc(F)cc1)c1ccc(C(C)C)cc1
  4	-2	-1	5	15	5	15	-0.6	9
O=C(CSc1nc(C2CC2)nc2ccccc12)Nc1ccc2c(c1)OCCO2
  15	-3	-3	-2	4	4	14	-0.6	38
Cn1c(=O)c2c(ncn2CC(=O)N/N=C/c2ccc(Br)s2)n(C)c1=O
  2	-3	1	-10	-14	-2	10	-1.7	5
COc1ccc(-c2cc(-c3ccc(Br)cc3)nc3ncnn23)cc1OC
  9	0	-2	2	60*	6	20	-1.2	10
CCC(=O)Nc1sc(C(=O)Nc2ccccc2)c(C)c1C(=O)OC
  -3	4	-1	-8	-2	19	32	-0.3	-2
CC(C)C[C@H](NC(=O)C1CCC(CNC(=O)[C@@H]2CCCN2C(=O)OC(C)(C)C)CC1)C(=O)O (stereo not given in full)
  10	-2	-1	0	11	11	11	2.2	2

# 4 entries from above, arranged by heavy-atom count, largest number first.
# Values run as follows: CCR6 antagonist	APJ agonist	UPR XBP1 act	CXCR6 block	EBI2 antag	APJ antagonist	tim23-1 inh	UPR CHOP act	Mdm2-MdmX inh
O=C(NCC1CCCO1)C(c1ccc(F)cc1)N(CCCN1CCOCC1)C(=O)c1ccc(-c2ccccc2)[nH]1 (stereo not given)
  1	-3	-3	·	·	12	13	-1.8	0
CC(C)c1ccc(N(C(=O)c2snc(C(N)=O)c2N)C(C(=O)NC2CCCC2)c2ccncc2)cc1 (stereo not given)
  8	-4	1	-5	21	-8	-4	-1.6	3
COc1ccccc1-c1nnc2sc(-c3ccc(N(C)C)cc3)nn12
  9	1	24	5	6	0	29	4.6	69*
COCc1cc(=O)n2[nH]cc(-c3ccsc3)c2n1
  3	-3	0	-5	-6	17	5	-2.0	12

# New compounds follow
# Values run as follows: CCR6 antagonist	APJ agonist	UPR XBP1 act	CXCR6 block	EBI2 antag	APJ antagonist	tim23-1 inh	UPR CHOP act	Mdm2-MdmX inh
COc1ccc(NC(=O)COc2ccccc2)c(OC)c1
  -11	-3	1	3	1	9	0	5.4	-35
O=C(O)C(Cc1ccccc1)N1C(=O)/C(=C/c2cccs2)SC1=S (stereo not given)
  14	-4	-1	-12	-8	9	18	-1.1	-7
CC(C)C(NCC(=O)Nc1ccccc1C(=O)NC1CC1)c1ccccc1 (stereo not given)
  14	-3	1	4	9	-3	11	1.5	1
CCOC(=O)c1cc(-c2ccncc2)nc2c1c(C)nn2C
  11	2	12	9	-4	-15	53*	-0.4	46
CCOCCOC(=O)C1=C(C)NC(=O)NC1c1cc2c(cc1Br)OCO2 (stereo not given)
  13	2	-4	2	-10	15	11	2.5	10
Cc1ccc(Cl)cc1N1CCN(C(=O)CN(C2CCCCC2)S(C)(=O)=O)CC1
  13	5	0	-1	3	-8	21	1.1	0
COc1ccc(OCC(=O)N/N=C/c2ccc(O[C@@H]3O[C@H](CO)[C@@H](O)[C@H](O)[C@H]3O)cc2)cc1
  -9	5	0	4	-8	10	2	2.2	7
CCCc1nc2c(s1)CCc1onc(-c3ccc(OC)cc3)c1-2
  2	-1	-2	-3	7	-11	28	0.1	-23
Cc1nc(SCCC(=O)O)c2cc(-c3ccccc3)sc2n1
  7	-4	-6	14	-2	12	-1	-4.9	44
COC(=O)c1ccc(N=NN2CCOCC2)cc1
  -15	-5	-3	-1	-9	-29	18	4.4	-34
CC(=O)c1c(C(C)=O)c(C)n(NC(=O)c2ccccc2O)c1C
  6	-3	-2	-11	-2	-5	6	-1.8	2
Cc1ccc(S(=O)(=O)N/N=C/c2ccc3nccnc3c2)cc1
  56*	-11	2	18	10	58*	31	2.9	10
Cc1cccc(NC(=O)Cc2coc3ccc4ccccc4c23)n1
  1	-1	-3	-5	0	-3	51*	-2.0	27
COc1ccc(OC)c(/C=N/NC(=O)CNC(=O)c2cccc3ccccc23)c1
  7	-3	-5	4	15	21	16	1.9	27
O=C(CSc1nnc(-c2ccco2)o1)NC1CCCCCC1
  -6	-3	0	-2	6	-13	19	2.9	6
COC(=O)C1=C(C)Nc2ncnn2C1c1ccc(OC(=O)c2ccccc2)cc1 (stereo not given)
  -7	0	5	4	-15	-2	12	-1.2	29
N#Cc1c(N)n(CCOC(=O)c2cccc(Br)c2)c2nc3ccccc3nc12
  8	-2	0	1	-7	15	-14	0.5	10
CCCn1nc(C(=O)Nc2ccc(S(=O)(=O)Nc3nccs3)cc2)c2ccccc2c1=O
  6	-3	3	3	3	15	12	-1.0	30
O=C(CNCc1ccco1)Nc1ccc(Oc2ccccc2)cc1
  -4	-2	-2	5	5	-12	4	1.8	-10
O=C(C[n+]1cc(-c2ccccc2)n2c1CCC2)Nc1nc(-c2ccccc2)cs1
  11	-2	-4	6	-8	7	-23	2.1	-12
Cc1cc(-c2nc3ncccc3o2)ccc1NC(=S)NC(=O)c1ccco1
  20	-4	-1	17	-59	22	-10	4.8	22
O=C(O)c1cncc(Br)c1
  -3	0	1	1	12	7	7	-0.3	-9
Nc1nonc1-n1nnc(C(=O)N/N=C/c2ccccc2Cl)c1CSc1ccccc1
  13	6	-3	13	10	-2	0	1.9	-9
Cn1c(=O)n(C)c2cc(/C=N/NC(=O)c3ccc(Cl)cc3)ccc21
  3	-3	3	-2	2	-3	-2	1.9	12
O=C(NC(=S)NCCC1=CCCCC1)c1ccc(Br)o1
  20	-3	-2	-12	5	-3	20	16	-7
Cc1c([N+](=O)[O-])cc(S(=O)(=O)Nc2ccncc2)cc1[N+](=O)[O-]
  -3	5	5	-17	-14	-75	-4	7.6	-3
Cc1ccc(CN2C(=O)C(C)(C)Oc3ccc(C(=O)N4CCCCC4)cc32)cc1
  10	-2	0	-5	-1	7	9	2.7	-3
Clc1cccc(Cl)c1-c1noc(CN2CCOCC2)n1
  2	-1	-3	-1	-9	-9	20	3.5	11
O=C(NC1CCCC1)C1CC(=O)N(c2ccccc2)C1 (stereo not given)
  -4	-2	-4	2	0	7	1	0.3	-9
Cc1ccc2[nH]c(=O)c(COC(=O)c3cccs3)cc2c1
  -2	-2	0	-14	-6	0	-21	-2.4	51*
Cn1nc(CC(=O)NCc2ccc(F)cc2)c2ccccc2c1=O
  -4	-1	-2	-12	-4	2	-5	1.7	22
Cc1nonc1NC(=O)CSc1ccccn1
  11	0	0	0	-8	5	6	2.5	-6
Cc1ccc(C(=O)NCc2ccco2)cc1S(=O)(=O)Nc1cccc(Cl)c1
  -3	-2	-2	17	-4	-19	8	1.0	21
C/C(Cn1cnc([N+](=O)[O-])n1)=N\NC(=O)c1cccc(F)c1
  -8	3	0	-13	-1	0	10	0.4	14
